Screening data: PubChem, National Center for Advancing Translational Sciences (NCATS)
GLP1R ag = agonists of human GLP-1 receptor | Potency, µM (titrated, usually from 45.6 µM), without a hit: at the top dose activation, actives largely listed as activators | HEK293 GLP-1R CRE-luciferase, luminescence, 4-6 h; cells express a hypersensitive GLP-1R form | AID 624172 | actives 0.007% (n = 380,000); further: potency means the concentration at half of the fitted maximal effect; % of control where 0% means no effect
Target sequence (P43220 whole entry, looked up): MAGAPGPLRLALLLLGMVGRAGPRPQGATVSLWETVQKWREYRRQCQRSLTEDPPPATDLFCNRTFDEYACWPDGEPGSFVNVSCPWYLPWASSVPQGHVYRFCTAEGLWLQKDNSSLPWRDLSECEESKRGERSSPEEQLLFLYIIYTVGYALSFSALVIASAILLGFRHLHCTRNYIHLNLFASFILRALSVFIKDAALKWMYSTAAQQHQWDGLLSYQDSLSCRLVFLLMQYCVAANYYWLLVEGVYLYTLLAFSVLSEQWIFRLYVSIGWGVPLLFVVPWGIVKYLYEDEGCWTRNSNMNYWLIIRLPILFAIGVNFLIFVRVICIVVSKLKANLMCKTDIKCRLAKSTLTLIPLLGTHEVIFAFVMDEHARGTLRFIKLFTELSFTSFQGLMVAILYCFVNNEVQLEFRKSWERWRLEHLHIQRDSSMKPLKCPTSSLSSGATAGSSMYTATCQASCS
EPAC1 ag = agonists of human EPAC1; Potency, µM (series often up to 154 µM), for inactives: at the highest dose activation, most hits filed as activators; actives 0.073% (n = 360,000); AID 720707; EPAC1 agonist qHTS, biochemical assay; response scale: 100% = response to 6.5 mM cAMP; O95398; further: potency means the concentration at half of the fitted maximal effect; nearly all actives have a fitted effect of over 60% in size
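Compounds were pinned as a concentration titration into mixtures of EPAC1 (100 nM), BODIPY-GDP-loaded Rap1B (250 nM) and GDP (50 uM). After 5 min at room temperature, fluorescence was followed for 30 min; activity was scaled to 6.5 mM cAMP.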
GLP-1R inv ag = GLP-1 receptor (human) inverse agonism; P43220; Potency, µM (highest dose often 38.3 µM), without a hit: top-dose activity change, negative = inhibition, most hits filed as inhibitors; AID 624417; actives 1.6% (n = 410,000); HEK293 GLP-1R CRE-luciferase, luminescence, 24 h; GLP-1R form is constitutively active; further: potency means the concentration at half of the fitted maximal effect; on the % scale 0 is the no-effect control and ±100 the full control effect; nearly all actives have a fitted effect of over 55% in size
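qHTS in 1536-well format: reporter HEK293 cells expressing constitutive GLP-1R activity in DMEM + 10% Nu serum, 24 hr with compounds at 37 deg C, luminescence read after 12 min with detection reagent.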
HEK293 tox = cytotoxicity in counter-screen for GLP-1R inverse agonists | HEK293 cAMP-luciferase reporter cells, luminescence, 24 h | Potency, µM (titrated, usually from 38.3 µM), for the others: at the top dose activity change, negative = inhibition, actives largely listed as inhibitors | actives 0.13% (n = 410,000);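 further: loss of luciferase light is scored as toxicity; potency means the concentration at half of the fitted maximal effect; on the % scale 0 is the no-effect control and ±100 the full control effect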
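MLSMR compounds, 24 hr on cells at 37 deg C/5% CO2; luminescence after luciferase reagent (12 min RT). Inhibition counted as the undesired cytotoxic outcome.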
PTHR1 agonist = activates the human parathyroid hormone receptor PTHR1 | actives 0.075% (n = 410,000) | Potency, µM (highest dose often 115 µM), for inactives: top-dose activation, most hits filed as activators | HEK293 GP2 PTHR1 cells, GloSensor cAMP luminescence, 1 h; further: potency means the concentration at half of the fitted maximal effect; nearly all actives have a fitted effect of over 55% in size; some results filed as inactive show a strong effect at the top dose; inactives centre near -15; many of its hits are not listed in these tables
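HEK-293-derived GP2 cells expressing PTHR1 and a GloSensor cAMP reporter, 3,000/well, plated overnight, given luciferin plus IBMX (each 0.5 mM as added) for 1 h at 37 °C, then compound for 1 h at 37 °C. Luminescence was read after 15 min at room temperature.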
IL-2 act = activates IL-2 in a cell-based reporter assay | IL-2 activation reporter assay, cell-based qHTS; stimulated with anti-CD3/CD4/CD28 beads; in transgenic mouse T cells | activation, % (series mostly up to about 46 µM) | actives 0.065% (n = 360,000) | AID 652025; in the data active means activation above about 50%; inconclusive means mostly about 30% to 49%; further: 0% is about no effect
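Unstimulated transgenic mouse T cells; 60-min compound exposure; bead-based TCR/CD4/CD28 stimulation; 18 h culture, 37 degrees C; dual fluorescence (EGFP, DsRed) plate cytometry.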
PI5P4Ka inh = PI5P4K alpha (human) kinase inhibition; P48426; PI5P4Kalpha enzyme, ADP-Glo luminescence, 60 min; hits give low values; max response, %; actives 1.2% (n = 330,000); active means max response of -50% or lower; inconclusive means between -30% and -50%; inactive means -30% or higher; further: value at the top dose of about 77 µM; on the % scale 0 is the no-effect control and ±100 the full control effect
Target sequence (P48426 whole entry, looked up): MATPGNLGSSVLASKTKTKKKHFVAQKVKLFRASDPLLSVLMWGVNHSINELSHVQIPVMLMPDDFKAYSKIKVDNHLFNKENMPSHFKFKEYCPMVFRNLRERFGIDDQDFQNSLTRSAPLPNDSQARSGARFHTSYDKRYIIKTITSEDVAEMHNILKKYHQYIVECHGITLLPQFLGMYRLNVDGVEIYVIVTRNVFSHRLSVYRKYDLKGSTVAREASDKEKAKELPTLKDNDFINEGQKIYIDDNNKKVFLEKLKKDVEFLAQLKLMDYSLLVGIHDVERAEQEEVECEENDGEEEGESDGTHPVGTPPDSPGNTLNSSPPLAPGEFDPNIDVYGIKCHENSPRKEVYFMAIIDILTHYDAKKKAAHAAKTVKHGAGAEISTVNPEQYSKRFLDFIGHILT
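Reactions run in 0.038 M HEPES pH 7.4, 0.28 mM EGTA, 0.1% CHAPS and 5% DMSO, with PI5P4Kalpha, substrate, compound and 5 microM ATP final, one hour at room temperature. Readout is ADP-Glo luminescence.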
EPAC1 antagonist = EPAC1 (human) antagonism; EPAC1 GEF assay, Rap1b-BODIPY-GDP exchange fluorescence; AID 720709; O95398; actives 0.14% (n = 360,000); Potency, µM (top dose mostly 115 µM), for inactives: at the highest dose activity change, negative = inhibition, actives largely listed as inhibitors;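 further: potency means the concentration at half of the fitted maximal effect; plate controls were vehicle for no effect and positive control for full effect; nearly all actives have a fitted effect of over 50% in size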
PLK1 PBD block = PLK1 (human) polo-box domain binding inhibition. Potency, µM, for the others: max response, negative = inhibition, most hits filed as inhibitors. actives 2.8% (n = 360,000). P53350. Plk1 PBD binding of FITC phosphopeptide, fluorescence polarization; further: potency means the concentration at half of the fitted maximal effect; series mostly up to about 57 µM; on the % scale 0 is the no-effect control and ±100 the full control effect; nearly all actives have a fitted effect of over 65% in size
* marks the source's active call; other numbers are inactive results; [ ] = remark or other dose. Unless noted, the call rests on the fitted dose curve; in most records, active means well fitted curve in the direction sought with a large enough effect; inconclusive means small, poorly fitted or top-dose-only effect, or another doubt; inactive means no such curve, though single readings can be large; an effect the other way counts as inactive or inconclusive. The list is partial, so the mix of outcomes need not match the whole.

Screening O=C(Nc1nnc([C@@H]2C[C@H](O)[C@@H](CO)O2)s1)NC1CCCCC1 returned GLP1R ag 3.3%, EPAC1 ag -5.8%, GLP-1R inv ag 27.6%, HEK293 tox 2.8%, PTHR1 agonist inactive, IL-2 act 1.4, PI5P4Ka inh -6.6, EPAC1 antagonist -4.5% and PLK1 PBD block -5.0%.
Screening C#CCOCCOCCOCCNc1nc(N2CCN(C(=O)[C@H](CCCCN)n3cc(CN)nn3)CC2)nc(N2CCN(C(=O)[C@H](CCC(=O)O)n3cc([C@@H](N)[C@H](C)CC)nn3)CC2)n1 returned GLP1R ag 1.1%, EPAC1 ag 12.5%, GLP-1R inv ag 8.8%, HEK293 tox -7.0%, PTHR1 agonist inactive, IL-2 act 0.0, PI5P4Ka inh -1.3, EPAC1 antagonist -4.2% and PLK1 PBD block -16.5%.
CCc1ccc(CNC(=O)c2ccc(OC)c(OC3CCN(C(C)C)CC3)c2)nc1 was read as GLP1R ag -1.6%, EPAC1 ag 8.2%, GLP-1R inv ag -8.6%, HEK293 tox 5.8%, PTHR1 agonist inactive, IL-2 act 2.0, PI5P4Ka inh 3.0, EPAC1 antagonist 2.8% and PLK1 PBD block -1.2%.
Screening O=C(CCN1C(=O)C2CCCCC2C1=O)NNC(=O)c1cccc(Cl)c1 (stereo not drawn) returned GLP1R ag 8.4%, EPAC1 ag -5.4%, GLP-1R inv ag 0.6%, HEK293 tox -12.2%, PTHR1 agonist inactive, IL-2 act -0.1, PI5P4Ka inh -3.4, EPAC1 antagonist 14.7% and PLK1 PBD block 1.9%.
`CCOC(=O)c1cnc2ccc(Cl)cc2c1Nc1ccc(S(=O)(=O)Nc2ncccn2)cc1` gave GLP1R ag -6.3%, EPAC1 ag -5.6%, GLP-1R inv ag 7.7%, HEK293 tox -3.8%, PTHR1 agonist inactive, IL-2 act -2.5, PI5P4Ka inh 0.7, EPAC1 antagonist 5.6% and PLK1 PBD block -4.2%.
`Cc1ccc(NC(=S)N(CCCN2CCOCC2)Cc2cccs2)c(C)c1` gave GLP1R ag 5.2%, EPAC1 ag 3.0%, GLP-1R inv ag inconclusive, HEK293 tox 8.1%, PTHR1 agonist inactive, IL-2 act -2.9, PI5P4Ka inh -12.4, EPAC1 antagonist -13.1% and PLK1 PBD block 18.9µM*.
For CC(c1ccccc1)N(C)C(=O)CN1CCN(S(=O)(=O)c2ccc3c(c2)OCCCO3)CC1 (stereo not drawn) the results were GLP1R ag 4.8%, EPAC1 ag -2.1%, GLP-1R inv ag inconclusive, HEK293 tox -13.9%, PTHR1 agonist -38.6%[inhibitor], IL-2 act -0.6, PI5P4Ka inh 2.6, EPAC1 antagonist -8.2% and PLK1 PBD block 0.2%.
`C=CCN(c1ccccc1)S(=O)(=O)c1cccc(C(=O)OCC(=O)NCCOC)c1` gave GLP1R ag 6.7%, EPAC1 ag -1.7%, GLP-1R inv ag -2.3%, HEK293 tox 5.5%, PTHR1 agonist 8.5%, IL-2 act -0.6, PI5P4Ka inh 0.5, EPAC1 antagonist 2.2% and PLK1 PBD block -17.2%.
`O=NN(CC(=O)NNc1ccccc1)CC(=O)NNc1ccccc1` gave GLP1R ag -4.5%, EPAC1 ag 3.2%, GLP-1R inv ag inconclusive, HEK293 tox inconclusive, PTHR1 agonist -28.8%, IL-2 act 1.2, PI5P4Ka inh -15.1, EPAC1 antagonist -2.5% and PLK1 PBD block -18.6%.
`COc1ccc(-c2noc(CNC(=O)CCN3C(=O)[C@H]4CC=CC[C@H]4C3=O)n2)cc1` gave GLP1R ag -5.4%, EPAC1 ag -12.1%, GLP-1R inv ag 8.4%, HEK293 tox 8.8%, PTHR1 agonist -10.4%, IL-2 act -0.5, PI5P4Ka inh -2.1, EPAC1 antagonist -4.2% and PLK1 PBD block -24.0%.
`C/C(=N/NC(=O)c1ccc(O)cc1)c1cccc([N+](=O)[O-])c1` gave GLP1R ag 4.4%, EPAC1 ag 0.0%, GLP-1R inv ag 3.8%, HEK293 tox 13.1%, PTHR1 agonist inactive, IL-2 act -4.1, PI5P4Ka inh -20.1, EPAC1 antagonist -13.8% and PLK1 PBD block -18.8%.
`CC(C)OC(=O)CSc1nc2cccnc2n1C1CCCCC1` gave GLP1R ag 8.2%, EPAC1 ag 7.6%, GLP-1R inv ag inconclusive, HEK293 tox -17.2%, PTHR1 agonist -7.8%[57.5 µM], IL-2 act -2.3, PI5P4Ka inh -3.6, EPAC1 antagonist -0.2% and PLK1 PBD block -7.9%.
Screening Cc1ccnc(NC(=O)CCC(=O)N(CC(=O)NC(C)(C)C)c2ccc(F)c(Cl)c2)c1 returned GLP1R ag 6.1%, EPAC1 ag -6.3%, GLP-1R inv ag inconclusive, HEK293 tox -2.2%, PTHR1 agonist -2.6%, IL-2 act -0.6, PI5P4Ka inh 4.1, EPAC1 antagonist -17.6% and PLK1 PBD block -10.4%.
`Cc1ccc2c(c1)C1(C)C(C(C)(C)N2C=O)C1(Cl)Cl` (stereo not drawn) gave GLP1R ag 4.3%, EPAC1 ag -0.7%, GLP-1R inv ag inconclusive, HEK293 tox -25.7%, PTHR1 agonist inactive, IL-2 act 0.3, PI5P4Ka inh -20.5, EPAC1 antagonist -6.1% and PLK1 PBD block 4.2%.
For C=CC[C@@H](Cc1ccc(F)cc1)C(=O)OC[C@H]1CCCN1C(=O)[C@H](CC=C)CC(=O)N[C@H](CO)Cc1ccccc1 the results were GLP1R ag 1.6%, EPAC1 ag -12.3%, GLP-1R inv ag inconclusive, HEK293 tox -7.6%, PTHR1 agonist inactive, IL-2 act -0.5, PI5P4Ka inh 8.0, EPAC1 antagonist -16.7% and PLK1 PBD block -3.7%.
For CCn1c(=O)cc(OCC(=O)N(C)C2CCCCC2)c2ccccc21 the results were GLP1R ag 11.3%, EPAC1 ag -4.5%, GLP-1R inv ag 0.0%, HEK293 tox -5.4%, PTHR1 agonist -22.3%, IL-2 act -0.5, PI5P4Ka inh -1.0, EPAC1 antagonist 7.1% and PLK1 PBD block 0.5%.
For C/C(Cl)=C/Cn1c(NCCCn2ccnc2)nc2c1c(=O)[nH]c(=O)n2C the results were GLP1R ag -2.4%, EPAC1 ag -3.5%, GLP-1R inv ag 5.3%, HEK293 tox -14.5%, PTHR1 agonist -3.1%[57.5 µM], IL-2 act -1.8, PI5P4Ka inh -7.7, EPAC1 antagonist -7.4% and PLK1 PBD block -8.4%.
For Cc1ccc(C(=O)CSc2nc(-c3ccccc3)cc(=O)[nH]2)cc1 the results were GLP1R ag 5.2%, EPAC1 ag 2.7%, GLP-1R inv ag 7.8%, HEK293 tox -5.4%, PTHR1 agonist inactive, IL-2 act -0.4, PI5P4Ka inh -1.9, EPAC1 antagonist 10.4% and PLK1 PBD block -3.2%.
CCN(CC)C(=O)Cn1c(=O)n(Cc2ccccc2Cl)c2c1c(=O)n(C)c(=O)n2C was read as GLP1R ag 12.3%, EPAC1 ag 0.0%, GLP-1R inv ag 0.0%, HEK293 tox 3.1%, PTHR1 agonist 19.3%, IL-2 act 1.3, EPAC1 antagonist -0.5% and PLK1 PBD block -3.4%.
`Cc1ccc(-n2ncc3c(=O)n(CC(=O)NCC4CCCO4)cnc32)cc1` (stereo not drawn) gave GLP1R ag -21.1%, EPAC1 ag 6.7%, GLP-1R inv ag 3.0%, HEK293 tox -4.6%, PTHR1 agonist -7.3%[57.5 µM], IL-2 act -0.3, PI5P4Ka inh -12.8, EPAC1 antagonist 2.4% and PLK1 PBD block -1.7%.
`CC(=O)NCC(=O)OCC(=O)c1ccc(Br)cc1` gave GLP1R ag -9.1%, EPAC1 ag -2.6%, GLP-1R inv ag 9.3%, HEK293 tox -9.8%, PTHR1 agonist inactive, IL-2 act 0.0, PI5P4Ka inh 0.1, EPAC1 antagonist 12.0% and PLK1 PBD block -1.6%.
Screening COc1ccc(OC(=O)c2ccc3nsnc3c2)cc1 returned GLP1R ag -2.3%, EPAC1 ag 5.4%, GLP-1R inv ag -10.0%, HEK293 tox -4.4%, PTHR1 agonist -0.8%, IL-2 act -3.5, PI5P4Ka inh 1.3, EPAC1 antagonist 3.7% and PLK1 PBD block -12.7%.
For O=C1NC[C@@H](CCCCN2C[C@H](Cc3ccc(O)cc3)N(CCc3ccccc3)C(=O)C2=O)N(CCc2ccccc2)C1=O the results were GLP1R ag -0.9%, EPAC1 ag -13.0%, GLP-1R inv ag 3.0%, HEK293 tox -6.4%, PTHR1 agonist 27.8%, IL-2 act 0.0, PI5P4Ka inh 1.6, EPAC1 antagonist -15.6% and PLK1 PBD block -6.3%.
COC(=O)c1ccc(NC(=O)c2sc3nc(-c4ccccc4)cn3c2C)cc1 was read as GLP1R ag -17.1%, EPAC1 ag -0.6%, GLP-1R inv ag 0.0%, HEK293 tox inconclusive, PTHR1 agonist -33.4%[inhibitor][57.5 µM], IL-2 act -0.8, EPAC1 antagonist 0.0% and PLK1 PBD block 4.9%.
Screening C=CCn1c(SCC(=O)NCc2ccco2)nc2sc3c(c2c1=O)CCC3 returned GLP1R ag 6.2%, EPAC1 ag -6.5%, GLP-1R inv ag 16.8%, HEK293 tox -7.3%, PTHR1 agonist -1.5%[57.5 µM], IL-2 act 1.5, PI5P4Ka inh -7.3, EPAC1 antagonist 6.4% and PLK1 PBD block -13.8%.
Screening CCN(CC)Cc1cc(CC(C(N)=O)C(N)=O)ccc1OC returned GLP1R ag -7.1%, EPAC1 ag 0.7%, GLP-1R inv ag -22.4%, HEK293 tox 0.9%, PTHR1 agonist inactive, IL-2 act -0.1, EPAC1 antagonist -21.2% and PLK1 PBD block -1.6%.
